Htt clearance: compounds clearing mutant huntingtin protein | HeLa Exon1htt(103Q)mCFP, aggregate imaging; zero = plate's median compound well | AID 853 | 47,000 compounds, 0.42% hits | inhibition, % at 1.5 µM;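 active means inhibition of aggregate fluorescence above about 70%, also judged a hit by eye on the cell image, limit read from the data, passing the limit was not always enough; inconclusive means no rule stated for this call; inactive means not judged a hit on image review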;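 further: cells exposed to compound for three days before fixation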
Htt clearance grain fraction: further read-out of Htt clearance, marked with its call; fraction fluorescence in grains; measured here: aggregate grain fluorescence fraction; stronger effect = lower value;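 scaled fraction of total cell fluorescence in grains with unit not stated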
Active calls of the source: *; ? = inconclusive; . = no result given. The list is partial; the hit share may differ from the screen's.

SMILES | Htt clearance | Htt clearance grain fraction
O=C(C1CCC1)N1CCc2cc(S(=O)(=O)N3CCCCC3)ccc21 | 34.1 | 14.2
Cn1c2ccccc2c2cc(C(=O)O)ccc21 | -17.7 | 20.9
COc1ccc(Cn2c(=O)[nH]c3cc(C(=O)NCCCN4CCCC4=O)ccc3c2=O)cc1 | -19.2 | 40.3
O=C(NC1CCCCC1)C(c1ccco1)N(CCc1ccccc1)C(=O)C(F)(F)F (configuration not stated) | 29.2 | 12.4
COc1ccc(CCNC(=O)C2CCCCC2C(=O)O)cc1OC (configuration not stated) | -22.8 | 45.2
Cc1ccc(-c2nnn(CC(=O)Nc3ccccc3N3CCOCC3)n2)cc1 | 35.2 | 13.6
Cc1[nH]nc2c1C(c1ccoc1)C(C#N)=C(N)O2 (configuration not stated) | 5.6 | 29
COc1cccc(/C=N/NC(=O)CC(=O)NCCc2ccc(OC)c(OC)c2)c1 | -15.9 | 44.6
COc1cccc(NC(=O)Nc2ccc3c(c2)N(C)C(=O)CS3)c1 | 59.4 | 8.59
CCOC(=O)N1CCC(NCCNC(=O)c2cccs2)CC1 | -28.6 | 24.1
CCn1c2ccccc2c2cc(NC(=O)CSc3nnc(-c4ccc(OC)c(OC)c4)n3N)ccc21 | -63.7 | 58.6
CC1(C)C(=O)OC(c2cccs2)C(C)(C)C1=O (configuration not stated) | 27.2 | 24.8
COc1ccccc1N1CCN(CC(=O)c2c(C)[nH]c3ccccc23)CC1 | -1.4 | 38.1
O=C(Nc1ccccc1)N1CCN(Cc2ccc3c(c2)OCO3)CC1 | 22.9 | 31.6
Fc1cccc(-n2c(-c3ccco3)nc3nc4ccccc4nc32)c1 | -13.6 | 41.2
COc1ccc(/C(O)=C2\C(=O)C(=O)N(CCN(C)C)C2c2cc(OC)c(OC)c(OC)c2)c(C)c1 (configuration not stated) | 24.5 | 26.2
COc1ccc(CCNC(=O)CSc2nc(O)c(C(C)C)c(=O)[nH]2)cc1OC | -22.0 | 21.8
COCCCNC(=O)/C=C/c1ccc(Cl)cc1Cl | 8.1 | 26.9
Cc1ccc(C(C)NC(=O)c2c(C)noc2C)cc1C (configuration not stated) | -11.2 | 51.5
CCOc1ccc(N(CC(=O)NCc2ccccc2)S(=O)(=O)c2c(C)noc2C)cc1 | -15.5 | 55.8
COC(=O)/C(=C\c1c[nH]c2ccccc12)NC(C)=O | 50.9 | 18.9
NC(=O)c1c(NC(=O)CSc2nnc(Cc3ccccc3)n2Cc2ccco2)sc2c1CCC2 | 15.0 | 36.9
O=C(c1cc2cc(Cl)ccc2oc1=O)N1CCCC1 | -43.7 | 28
O=C(O)CN1C(=O)CC(Cc2ccc(Cl)cc2)C1=O (configuration not stated) | -28.4 | 23.2
CCOc1ccccc1NC(=O)CN(Cc1ccccc1)S(C)(=O)=O | 7.3 | 17.1
COc1ccc2cc3cc(C(=O)NCc4ccc5c(c4)OCO5)oc3nc2c1 | 5.0 | 19.6
O=C(c1ccco1)N1CCC(c2nc(-c3ccc(F)cc3)no2)CC1 | 28.7 | 27.1
Cc1c(NC(=O)CC(O)(C(F)(F)F)C(F)(F)F)c(=O)n(-c2ccccc2)n1C | -13.1 | 20.9
CCCCCC(=O)Nc1nc(C)c(-c2csc(Nc3ccccc3OC)n2)s1 | -2.4 | 39.8
Cc1ccc(S(=O)(=O)N2CCCC(C(=O)NCCC3=CCCCC3)C2)cc1 (configuration not stated) | -32.7 | 40.8
CCOC(=O)N/N=C/c1ccccc1F | -35.5 | 45.3
COc1ccccc1-c1cc(C(F)(F)F)nc(N2CCN(c3ccc(F)cc3)CC2)n1 | -30.2 | 21.8
N#Cc1nc(-c2ccco2)oc1N1CCC(C(N)=O)CC1 | 37.7 | 21.6
CCC(C)NC(=O)CC(c1ccc(OC)cc1)n1cccc1 (configuration not stated) | 20.2 | 31.2
CC(C)(C)C(=O)c1cnc(Nc2ccccc2)s1 | 34.1 | 15.6
CCC(CC)C(=O)NCCc1ccc(S(N)(=O)=O)cc1 | -44.3 | 27
O=c1oc2ccccc2n1Cn1c(=O)oc2ccccc21 | -43.4 | 44.1
CC(C)NC(=O)NC(=O)CSc1nnc(COc2ccccc2F)n1C(C)C1CC2CCC1C2 (configuration not stated) | 26.9 | 29.2
O=C(c1ccccc1)N1CCN(c2ccc(NCc3ccc4c(c3)OCO4)cc2)CC1 | 3.0 | 31.2
Cc1ccccc1-c1nnc(SCc2ccc(F)cc2)o1 | -2.4 | 18.2
COc1ccc(N(CC(=O)NN=C2CCCCCCC2)S(=O)(=O)c2ccccc2)cc1 | -57.9 | 60.7
COc1ccc(Oc2nc3ccccc3n(C)c2=O)cc1 | -16.8 | 44.9
c1ccc(CCc2nc(-c3cccnc3)no2)cc1 | -79.7 | 34.1
CCCCSc1nc(CCC)cc(=O)[nH]1 | -0.6 | 22.7
CCCCOC(=O)C1C2C=C[C@]3(CN(C(C)c4ccc(OC)cc4)C(=O)[C@H]13)O2 (some centres not stated) | 8.5 | 32.1
COc1ccc(OC)c(S(=O)(=O)N(C)CC(=O)Nc2ccc3c(c2)OCO3)c1 | 21.9 | 12.8
CCCN(CCC)C(=O)CSc1nc2n[nH]c(C)c2c(=N)n1-c1ccc(OC)cc1 | 13.2 | 29.6
CCSc1nnc(NC(=O)CSc2nnc(Cc3cccn3C)n2CCc2ccccc2)s1 | 4.8 | 42.1
CN(Cc1ccco1)C(=O)C(Cc1ccccc1)NS(=O)(=O)c1ccc2c(c1)CCC(=O)N2 (configuration not stated) | -10.3 | 37
CC12C=CC3(CN(Cc4ccccc4)C(=O)C3C1C(=O)NCc1ccco1)O2 (configuration not stated) | 26.6 | 14
COc1ccc(-c2nc(SC)n(C(=O)c3ccco3)n2)cc1 | 45.8 | 10.9
CC(=O)Nc1ccc(N2C(=O)CC(N3CC(C)OC(C)C3)C2=O)cc1 (configuration not stated) | 48.8 | 10.7
CCN(CC)CCNC(=O)c1ccccc1C(=O)c1ncc[nH]1 | ? | .
COc1ccc(NC(=O)CN2CCN(c3ccc(Cl)cc3)CC2)c(OC)c1 | -121.3 | 48.4
Cn1c(C(=O)N(Cc2ccccc2)Cc2cccs2)cc2sccc21 | 51.9 | 10
COc1ccc(NC(=O)Nc2nnc(C(C)C)s2)cc1 | 25.2 | 15.1
CCc1nc(SCC(=O)Nc2cc(C)on2)c2c(=O)n(C)c(=O)n(C)c2n1 | -373.6 | 169
NC(=S)NNc1cc(Cl)cc(Cl)c1 | 10.9 | 17.5
CCOCCOc1nc2c(c(=O)n(C)c(=O)n2C)n1Cc1ccc(C)cc1 | 6.8 | 30
CC1(C)CC(=O)c2cc(C(=O)N3CCCCC3)c(=O)n(-c3ccc(Cl)cc3)c2C1 | -6.2 | 20.6

(listing goes on)
SMILES | Htt clearance | Htt clearance grain fraction
Cc1noc(C)c1C(=O)Nc1ccccn1 | -26.4 | 24.9
COc1ccccc1-c1cc(-c2cc(Cl)ccc2O)n[nH]1 | 4.9 | 40.4
O=c1c2ccccc2nnn1CSc1ncnc2ccccc12 | 61.4 | 7.9
CCC(=O)Nc1cccc(NC(=O)COc2ccc(OC)cc2)c1 | 53.0 | 9.2
CCc1ccc(-c2nc(CN3CCCC(C(=O)O)C3)c(C)o2)cc1 (configuration not stated) | -29.3 | 46.3
CCN(CC)CCCN1C(=O)C(O)=C(C(C)=O)C1c1cccc(OC)c1 (configuration not stated) | -378.7 | 88.6
CC(C)(C)c1cc(C(=O)NCc2ccccc2)ccn1 | 6.8 | 32.3
O=C(NCc1cccnc1)c1ccc(CS(=O)(=O)c2ccc(Cl)cc2)o1 | 18.3 | 17
C=CCn1c(SCC(N)=O)nc(C)cc1=O | -4.8 | 21.6
O=C(COc1cccc2cccnc12)N1CCc2ccccc2C1 | -11.9 | 45.3
CCOC(=O)Cn1c(=O)oc2cc(S(=O)(=O)NCCc3ccc(C)cc3)ccc21 | -74.5 | 58.2
CCc1nnc(NC(=O)c2ccc(S(=O)(=O)N(CC)CC)cc2)s1 | 15.9 | 41.8
N#Cc1c(C#N)c(-c2ccccc2)n(-c2ccccc2)c1N | -22.3 | 51.5
Cc1noc(NS(=O)(=O)c2ccc(NC(=O)CSc3nc4ccccc4s3)cc2)c1C | -40.4 | 27.3
COC(=O)CSc1nc2nc(C)cc(C)n2n1 | -14.6 | 38.3
CC(NC(=O)CN(C1CCCCC1)S(C)(=O)=O)c1ccccc1 (configuration not stated) | -14.1 | 20.3
CCC(C)OC(=O)C1=C(C)NC(=O)NC1c1ccc(F)cc1 (configuration not stated) | -10.1 | 47.7
Clc1ccc(-n2ncc3c(NCCN4CCOCC4)ncnc32)cc1 | 54.9 | 9.09
CC(C)(C)C(=O)NC(=C(Cl)Cl)P(=O)(O)O | 29.6 | 25.3
Cc1ccc(-c2nnc(-c3ccc(NC(=O)c4ccco4)cc3)o2)cc1 | -6.8 | 18.7
CC1CCCC(C)N1C(=O)COC(=O)c1ccc[nH]c1=O (configuration not stated) | 41.3 | 11.3
COc1ccc(C(c2sc3nc(C)nn3c2O)N2CCC3(CC2)OCCO3)cc1 (configuration not stated) | -15.7 | 39.2
CCN(C1CCCCC1)S(=O)(=O)c1ccc(S(=O)(=O)N2CCN(CCC#N)CC2)cc1 | -31.9 | 40.8
CCN(CC)CCN1C(=O)C(O)=C(C(=O)c2cc3ccccc3o2)C1c1cccnc1 (configuration not stated) | 36.1 | 25.2
Cc1ccc(OCCn2ccc(=O)[nH]c2=O)cc1C | -8.5 | 37
Cc1nnc(N)nc1C | -2.6 | 19.6
COc1ccc(-c2csc(N3CCOCC3)n2)cc1OC | 14.7 | 29.4
O=S1(=O)CCN2C=Nc3sc4c(c3C2=N1)CCCC4 | 31.2 | 14.1
O=C(O)CC(O)C(=O)O (configuration not stated) | 21.0 | 29.3
CCCCN(CC)C(=O)c1ccc(Cl)c(Cl)c1 | -31.5 | 49.1
COc1cc(C2CC(=O)N(CC(=O)NCc3ccco3)c3ccccc3S2)cc(OC)c1OC (configuration not stated) | -31.0 | 43.6
Cn1c(=O)c(=O)n(C)c2cc(S(=O)(=O)N3CCN(c4cccc(C(F)(F)F)c4)CC3)ccc21 | -19.7 | 24.1
CCOC(=O)c1ccc(Nc2ncnc3ccc(C)cc23)cc1 | -7.5 | 42.7
CC1(C)CC(C#N)(N2CCOCC2)CCO1 (configuration not stated) | -110.6 | 39.5
O=C(CSc1nnc(SCc2cccc3ccccc23)s1)c1ccc2c(c1)OCO2 | 15.7 | 25.9
O=C1CC(=O)N(Cc2ccco2)C(=S)N1 | -19.3 | 45.1
Cc1ccccc1NS(=O)(=O)c1ccc2[nH]cc(C(=O)N(C)Cc3ccco3)c(=O)c2c1 | 42.9 | 11.9
CCc1ccc(C(C)NC(=O)Cn2cnc3c(=O)n(C)c(=O)n(C)c32)cc1 (configuration not stated) | -14.8 | 21.5
O=C(CN1C(=O)NC2(CCCc3ccccc32)C1=O)NCc1ccco1 (configuration not stated) | -59.6 | 63.1
Cn1c2c(c(=O)n(C)c1=O)CN(CCCN1CCOCC1)CN2 | -40.2 | 24.9
COc1ccc(NC(=O)COc2ccccc2)c(OC)c1 | -21.6 | 24.8
COc1ccc(OC(C)C(=O)NCc2cccnc2)cc1 (configuration not stated) | -9.1 | 23
Cc1c(NC(=O)c2cnn3c2NC(c2ccc(Br)cc2)CC3C(F)(F)F)c(=O)n(-c2ccccc2)n1C (configuration not stated) | 4.8 | 18.8
COc1cc(Cl)c(C)cc1NC(=O)CSc1nc2ccccc2o1 | -19.1 | 52.6

Single records, from the list above. Screens in order: Htt clearance, Htt clearance grain fraction
Cc1c(NC(=O)c2cnn3c2NC(c2ccc(Br)cc2)CC3C(F)(F)F)c(=O)n(-c2ccccc2)n1C (configuration not stated) across the screens: 4.8, 18.8
COc1ccc(OC(C)C(=O)NCc2cccnc2)cc1 (configuration not stated) across the screens: -9.1, 23
COc1cc(Cl)c(C)cc1NC(=O)CSc1nc2ccccc2o1 across the screens: -19.1, 52.6
COc1ccc(NC(=O)COc2ccccc2)c(OC)c1 across the screens: -21.6, 24.8

Of the compounds above, twelve have an NH in an aromatic ring:
SMILES | Htt clearance | Htt clearance grain fraction
COc1ccc(Cn2c(=O)[nH]c3cc(C(=O)NCCCN4CCCC4=O)ccc3c2=O)cc1 | -19.2 | 40.3
Cc1[nH]nc2c1C(c1ccoc1)C(C#N)=C(N)O2 (configuration not stated) | 5.6 | 29
COc1ccccc1N1CCN(CC(=O)c2c(C)[nH]c3ccccc23)CC1 | -1.4 | 38.1
COc1ccc(CCNC(=O)CSc2nc(O)c(C(C)C)c(=O)[nH]2)cc1OC | -22.0 | 21.8
COC(=O)/C(=C\c1c[nH]c2ccccc12)NC(C)=O | 50.9 | 18.9
CCCCSc1nc(CCC)cc(=O)[nH]1 | -0.6 | 22.7
CCCN(CCC)C(=O)CSc1nc2n[nH]c(C)c2c(=N)n1-c1ccc(OC)cc1 | 13.2 | 29.6
CCN(CC)CCNC(=O)c1ccccc1C(=O)c1ncc[nH]1 | ? | .
COc1ccccc1-c1cc(-c2cc(Cl)ccc2O)n[nH]1 | 4.9 | 40.4
CC1CCCC(C)N1C(=O)COC(=O)c1ccc[nH]c1=O (configuration not stated) | 41.3 | 11.3
Cc1ccc(OCCn2ccc(=O)[nH]c2=O)cc1C | -8.5 | 37
Cc1ccccc1NS(=O)(=O)c1ccc2[nH]cc(C(=O)N(C)Cc3ccco3)c(=O)c2c1 | 42.9 | 11.9

Screens from PubChem.
